KOR beta-arrestin-1: KOR antagonists, beta-arrestin recruitment, cell-based, luminescence, uHTS (AID 1778) | Kappa-type opioid receptor (Homo sapiens) | actives 0.091% (n = 290,000) | one-dose inhibition, % at 10 µM; IC50 in µM for titrated hits | KOR beta-arrestin recruitment, luminescence, antagonist mode; higher % means a stronger effect; note: strong numbers were not always called active
Dengue-2 NS5 capping: Dengue-2 NS5 methyltransferase inhibitors, primary screen, biochemical, confirmation dose response (AID 588689); Genome polyprotein (Dengue virus type 2 (strain 16681-PDK53)); Dengue-2 NS5 methyltransferase capping enzyme assay, biochemical; higher % means a stronger effect; inhibition, % at 25 µM, or IC50 in µM where a hit was titrated; actives 0.3% (n = 340,000); in the data active = a potency from the dose series; inconclusive = inhibition above about 29% without an active follow-up result
AID2073: inhibitors of Mint1-CaV2.2 protein interaction, biochemical, HTRF (AID 2073); Voltage-dependent N-type calcium channel subunit alpha-1B (Homo sapiens); HTRF protein-protein interaction, Mint1-CaV2.2; higher % means a stronger effect; inhibition, % at 20 µM, or IC50 in µM where a hit was titrated; actives 0.19% (n = 290,000); in the data active = inhibition mostly above about 51%, no sharp cut-off; inconclusive = no clear call, values can overlap the other calls; inactive = mostly below about 53%; note: some results filed as inactive read as strong as hits
Yfh1-off respiration: enhancers of respiration in Yfh1-depleted yeast, dose response, Friedreich's ataxia, plus single-dose screen (AID 1465) | fold induction at 50 µM; hits with a dose series show EC50 in µM | actives 0.074% (n = 220,000) | S. cerevisiae Yfh1-off respiration, WST-1 reduction, 72 h; higher fold induction means a stronger effect;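 active = fold induction of absorbance versus untreated yeast above a set limit, then at least 30% activation at any dose in follow-up; inconclusive = repeats straddling the limit, or above it without dose testing; inactive = fold induction below the set limit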;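 note: activators that raise dye reduction in frataxin-depleted yeast; strong numbers were not always called active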
NOD1 inhibition: NOD1 signaling inhibitors, primary screen, cell-based, luminescence, uHTS (AID 1578). NOD1-driven NF-kB luciferase reporter cells, luminescence; higher % means a stronger effect. inhibition, % at 4 µM; hits with a dose series show EC50 in µM. actives 1% (n = 290,000); in the data active = inhibition mostly above about 36%, no sharp cut-off; inactive = mostly below about 34%;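 note: HEK-293T reporter cells stimulated with the NOD1 agonist gamma-tri-DAP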
West Nile antiviral: West Nile virus antiviral activity, cell-based, CPE readout (AID 1621). actives 0.02% (n = 290,000). West Nile virus-infected cells, CPE inhibition; higher % means a stronger effect. one-dose CPE inhibition, % at 10 µM; IC50 in µM for titrated hits; in the data active = a potency from the dose series; inconclusive = CPE inhibition mostly from about 3.7% at the one dose, without a potency; inactive = the rest, 99 in 100 with CPE inhibition below about 2.2%; note: strong numbers were not always called active
HIV peptide binding: inhibitors of HIV fusion peptide binding, primary screen, biochemical, uHTS, fluorescence dequenching (AID 1986). actives 0.3% (n = 290,000). cell-free peptide binding, fluorescence dequenching, 30 min; higher % means a stronger effect. inhibition, % at 20 µM, or IC50 in µM where a hit was titrated; in the data active = inhibition mostly above about 52%, no sharp cut-off; inactive = mostly below about 76%; note: some results filed as inactive read as strong as hits
KOR beta-arrestin-2: KOR agonists, beta-arrestin recruitment, primary screen, cell-based, luminescence, uHTS (AID 1777). KOR beta-arrestin recruitment, luminescence; higher % means a stronger effect. activation, % at 10 µM, or EC50 in µM where a hit was titrated. actives 0.02% (n = 280,000); in the data active = activation above about 50%, passing the limit was not always enough; note: a part of the inactive calls stands beside numbers as strong as those of hits
HEK293 NOD2/NF-kB: NOD2 signaling inhibitors, cell-based, luminescence, uHTS, HEK293 (AID 1566) | HEK293 NOD2/NF-kB luciferase reporter, luminescence; higher % means a stronger effect | one-dose inhibition, % at 4 µM; EC50 in µM for titrated hits | actives 0.63% (n = 290,000); note: many of its hits are not listed in these tables
Dengue-2 NS5 capping pilot replicate: also measured in Dengue-2 NS5 capping; calls as there; inhibition, %; measured here: pilot screen replicate inhibition
* = called active by the depositor; i = inactive; u = inconclusive; x = not tested or not shown; [ ] = remark or other dose. Cut-off read from the data, not from the text of the source, unless noted: active = inhibition above about 50%; inactive = the rest. The list is partial; rates above refer to the full screens.

SMILES	KOR beta-arrestin-1	Dengue-2 NS5 capping	AID2073	Yfh1-off respiration	NOD1 inhibition	West Nile antiviral	HIV peptide binding	KOR beta-arrestin-2	HEK293 NOD2/NF-kB	others
COc1cc(OC)cc(-c2cc(NC(C)=O)n[nH]2)c1	8%	0%	5%	i	-38%	0.2%	1.4%	-3.5%	-2%
CCn1c(C)c(C(C)=O)c(SC)nc1=S	9%	2%	-3%	i	-7%	0.1%	-1.2%	-0.9%	1%
Cc1ccccc1-c1oc(C)c(C)[n+]1[O-]	19%	1%	8%	i	-20%	0.1%	1.6%	0.2%	6%
O=C(O)c1cccc2c(-c3ccccc3)c(-c3ccccc3)[nH]c12	-30%	-9%	6%	i	2%	0.3%	17µM*	5.6%	14%
COC(=O)c1ccc(C(C(=O)NC2CCCCC2)N(CCc2ccccc2)C(=O)Cc2cccs2)cc1 (configuration not stated)	16%	-3%	-5%	i	-12%	-0.3%	-2.2%	1.9%	-13%
CCOC(=O)CC1C(=O)NCCN1S(=O)(=O)c1ccccc1Cl (configuration not stated)	10%	-10%	23%	i	-17%	-0.2%	2.3%	1.1%	-5%
O=C(NCc1ccccc1)c1ccc(S(=O)(=O)NCc2ccco2)cc1	-44%	-2%	-14%	x	-6%	0.4%	1.3%	8.9%	9%
CN(Cc1ccc2nonc2c1)Cc1nc(CC2CC2)no1	-11%	-3%	3%	i	-35%	-0.7%	0.9%	0.1%	-28%
CCOC(=O)CSc1nc(C)nc2c1sc1nc(C)c(C(C)=O)c(-c3ccc(OC)cc3)c12	4%	-4%	3%	i	8%	0.2%	-1.7%	-1.9%	18%
O=C(NCCc1ccccc1F)C(=O)Nc1nccs1	9%	-5%	3%	i	x	0.5%	-1.9%	-0.2%	-34%
COc1ccc(NS(=O)(=O)c2ccc3c(c2)NC(=O)CO3)c(OC)c1	8%	-6%	9%	x	20%	0.1%	-3.2%	-2.8%	12%
Cc1ccc(-c2cc(C(=O)NCc3cn(C)nc3C)c3cc(Br)ccc3n2)cc1	22%	-3%	u	i	-17%	-0.4%	7.6%	-2.5%	-5%
COC(C[C@H]1O[C@H]1[C@@H](O)COCc1ccccc1)OC	25%	12%	-6%	i	4%	0.0%	2.6%	-0.2%	20%
O=C(Nc1cccc(Cl)c1Cl)c1ccncc1	-11%	-5%	18%	i	-11%	0.5%	-0.2%	-3.8%	16%
O=C(NCCCNc1ccc([N+](=O)[O-])cc1)C(F)(F)F	2%	1%	0%	i	7%	0.1%	-2.8%	-0.6%	14%
O=[N+]([O-])c1ccc(N2CCN(S(=O)(=O)c3ccc4ccccc4c3)CC2)cc1NCC1CCCO1 (configuration not stated)	27%	-6%	13%	i	-57%	-0.8%	1.3%	-1.9%	6%
Cc1ccc(S(=O)(=O)N2CCN(CC3CC4C=CC3C4)CC2)cc1 (configuration not stated)	6%	-5%	2%	x	3%	-0.4%	4.3%	-5.1%	-15%
O=C(c1ccccc1)c1ccc(N2CCNCC2)cc1	-24%	x	4%	i	-31%	0.1%	0.4%	-0.2%	-7%
CCN(CC)C(=O)Oc1ccc2oc(=O)cc(-c3cc4cccc(OC)c4o3)c2c1	-77%	-8%	5%	x	-11%	-0.4%	-0.2%	5.0%	34%
O=C(NC(=S)Nc1cccc2c(O)cccc12)c1ccccc1[N+](=O)[O-]	1%	6%	18%	x	-24%	-0.5%	26%	5.8%	9%
CCC1=C2CC[C@H]3C(=O)NC(=O)[C@H]3[C@H]2[C@@]2(Cc3ccccc3)C(=NCC(=O)OC)OC(=O)N2C1=O	-27%	1%	0%	i	6%	0.3%	0.3%	2.2%	26%
O=C(NC1(C(=O)NC2CCCC2)CCCCC1)c1ccc2c(c1)OCO2	3%	-9%	-4%	i	-13%	0.4%	-2.4%	1.4%	8%
CC(C)CCN1CCN(C2CCN(c3ccc4c(c3)OCO4)CC2)CC1CCO (configuration not stated)	-18%	15%	-20%	i	-26%	-0.8%	1.1%	4.4%	-16%
Clc1ncccc1-c1nnn(-c2ccccc2)n1	3%	0%	11%	i	-14%	1.6%	-0.2%	0.1%	-139%

Two compounds drawn at random from the list so far:
SMILES	KOR beta-arrestin-1	Dengue-2 NS5 capping	AID2073	Yfh1-off respiration	NOD1 inhibition	West Nile antiviral	HIV peptide binding	KOR beta-arrestin-2	HEK293 NOD2/NF-kB	others
CCN(CC)C(=O)Oc1ccc2oc(=O)cc(-c3cc4cccc(OC)c4o3)c2c1	-77%	-8%	5%	x	-11%	-0.4%	-0.2%	5.0%	34%
O=C(c1ccccc1)c1ccc(N2CCNCC2)cc1	-24%	x	4%	i	-31%	0.1%	0.4%	-0.2%	-7%

(cont.)
SMILES	KOR beta-arrestin-1	Dengue-2 NS5 capping	AID2073	Yfh1-off respiration	NOD1 inhibition	West Nile antiviral	HIV peptide binding	KOR beta-arrestin-2	HEK293 NOD2/NF-kB	others
COc1ccc(NC(=O)c2ccccn2)cc1S(=O)(=O)N1CCOCC1	-10%	1%	-6%	i	-34%	0.4%	-0.2%	3.3%	-3%
COc1ccc(-c2cc(C(=O)N3CCN(S(=O)(=O)c4ccccc4)CC3)[nH]n2)cc1	-41%[20 µM]	1%	12%	x	4%	0.1%	0.2%	-4.9%	26%
O=C1CCCN1CCCNC(=S)Nc1ccc(F)c(Cl)c1	-1%[20 µM]	-6%	-13%	i	-12%	-0.1%	-0.2%	-6.1%	-1%
Cc1ccc(-c2cc(C(=O)OC3CCOC3=O)c3ccccc3n2)c(C)c1 (configuration not stated)	-27%[20 µM]	-1%	-7%	i	-30%	1.1%	0.2%	-3.6%	4%
C=CCN(c1ccccc1)S(=O)(=O)c1c(C)[nH]c(=O)[nH]c1=O	0%	x	-6%	i	-19%	0.2%	-0.4%	-2.2%	0%
COc1ccc(CCNC(=O)c2cnc(C)cn2)cc1	8%	-5%	7%	x	2%	-0.3%	-0.9%	-2.4%	6%
CC(=O)Nc1ccc(C(=O)OCC(=O)N2CCCC2)cc1	-10%	-7%	-4%	x	1%	-0.4%	-0.3%	1.2%	11%
CC1(c2ccccc2)NC(=O)N(CC(=O)Nc2ccc(C(N)=O)cc2)C1=O (configuration not stated)	-16%	4%	2%	x	-44%	-0.1%	-0.1%	-0.4%	-12%
CC1CCN(CCCCOc2ccc(C(=O)c3ccccc3)cc2)CC1	-22%	4%	-6%	i	-49%	-0.8%	-0.9%	1.3%	-12%
COC(=O)c1cccc(Cn2cc([N+](=O)[O-])cn2)c1	12%	x	4%	i	-7%	-0.1%	-0.5%	-6.2%	23%
CS(=O)(=O)N(CC(=O)Nc1cc(Cl)ccc1Cl)c1ccccc1	-5%	-7%	5%	i	11%	x	-1.2%	-6.1%	2%
O=C(CSCc1ccc(C(=O)O)cc1)Nc1ccccc1	2%[20 µM]	5%	-9%	i	-26%	0.3%	-0.3%	x	8%
Cc1cc(C)cc(N(C(=O)c2snc(C(N)=O)c2N)C(C(=O)NCC2CCCO2)c2ccc(C)o2)c1 (configuration not stated)	-49%	-1%	8%	x	-6%	-0.9%	2.0%	-1.6%	14%
O=C1CCCC(=O)N1c1ccc(F)cc1	18%	-1%	29%	x	-4%	0.1%	-0.3%	-4.7%	3%
CC1Cc2ccccc2N1C(=O)CSc1nn2c(=O)c(C(C)(C)C)nnc2s1 (configuration not stated)	5%	-2%	-2%	i	12%	-0.2%	0.7%	-2.6%	3%
CCN(c1ccccc1)S(=O)(=O)c1cc(C(=O)Nc2ccccc2Cl)ccc1F	-6%	-3%	-3%	i	-1%	-0.4%	-0.3%	-6.3%	18%
N#Cc1nc(N2CCCCC2)nc(N2CCOCC2)n1	-2%	-7%	-9%	i	-20%	1.4%	0.0%	2.7%	0%
CC(C)(C)N1CC(c2nc3ccccc3n2Cc2ccc(Cl)cc2)CC1=O (configuration not stated)	-24%	2%	2%	i	-21%	-1.8%	0.5%	1.0%	-16%
CCCCN(C)CCNC(=O)c1cn(C)c(=O)c2c1c1ccccc1n2C	-32%	-3%	19%	x	0%	-0.4%	-0.9%	-1.1%	-5%
COc1ccc(N2CCN(C(=O)c3csc4ccccc34)CC2)cc1	19%	-7%	0%	i	-1%	-1.5%	-0.1%	-2.3%	-5%	Dengue-2 NS5 capping pilot replicate=-2.6
C=CCn1c(SCC(=O)Nc2nc(C)cs2)nnc1C(C)NC(=O)c1ccccc1Cl (configuration not stated)	-11%	-1%	-20%	i	4%	-0.7%	-3.7%	6.5%	-3%
CC(=O)Nc1ccc(OS(=O)(=O)c2ccc(C(C)(C)C)cc2)cc1	-21%	x	-6%	i	-41%	-0.7%	1.9%	2.8%	-3%
O=[N+]([O-])c1ccc(-c2csc3[n+]2CCS3)cc1	-52%	-3%	6%	i	-4%	0.2%	0.1%	2.0%	6%
CCc1ccc(NC(=O)[C@H](C)NC(=O)C2CCN(C(=O)[C@@H](N)Cc3ccccc3)CC2)cc1	3%[20 µM]	3%	-2%	x	-28%	-0.4%	-0.5%	-2.3%	12%
Cc1ccc(OCC(=O)N/N=C\c2cccs2)c([N+](=O)[O-])c1	-29%	-5%	22%	i	-34%	-0.9%	2.6%	1.8%	2%
O=C(Cc1ccccc1)N1CCNCC1	-19%	1%	-6%	i	-51%	-0.2%	-0.8%	4.9%	10%
NC(N)=Nc1nc2ccc(Cl)cc2c(=O)[nH]1	-19%[20 µM]	2%	4%	i	-28%	-1.0%	-1.9%	2.9%	10%
CCc1ccc(N(C(=O)CCC(=O)Nc2cc(C)on2)C(C(=O)NC(C)(C)C)c2ccc(OC)cc2)cc1 (configuration not stated)	-26%	2%	4%	x	-21%	-1.0%	1.3%	0.4%	4%
CCCCNC(=S)Nc1ccc2nc(N3CCN(CC)CC3)cc(C)c2c1	-14%	-2%	42%	x	-11%	0.0%	-0.1%	-0.8%	-15%
COc1ccc(CNC(=O)C(C#N)c2nc3ccccc3nc2N2CCN(C)CC2)cc1 (configuration not stated)	26%	-5%	u	i	-26%	0.2%	-0.4%	-4.1%	8%
COc1ccccc1N1CCN(C(=O)c2ccc(-c3ccccc3)cc2)CC1	-4%	4%	1%	x	-12%	-0.9%	0.2%	2.5%	-23%
O=C(Nc1c(C(=O)N2CCOCC2)cnn1-c1ccccc1)c1ccc([N+](=O)[O-])cc1	-4%	-5%	7%	x	-24%	0.1%	-0.4%	5.2%	7%
O=C(Cc1ccc(-n2cccc2)cc1)N1CCN(c2ccccc2F)CC1	-10%	-2%	-7%	x	-16%	x	9.1%	0.7%	-2%
COCCN1CC(=O)N(c2cccc(C)c2C)C(c2ccc(Cl)cc2)C1=O (configuration not stated)	8%	-8%	-8%	i	-2%	0.3%	-1.5%	4.2%	10%
N#Cc1cccn1-c1nccc(-c2cccs2)n1	-41%	-9%	6%	i	-61%	-0.5%	0.6%	-0.5%	-39%

Assay outcomes as filed in PubChem BioAssay.
